# Caspase-1 inhib: allosteric or competitive inhibitors of human caspase-1. Caspase-1 enzyme, Ac-WEHD-AFC fluorogenic rate. Potency, µM (top dose mostly 57.5 µM), inactives show at the highest dose activity change, negative = inhibition, most hits filed as inhibitors. 75,000 tested, 0.03% active;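 also: potency is read from the fitted curve at half-maximal effect; plate controls were vehicle for no effect and no substrate for full effect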
# FLuc inh: inhibitors of firefly luciferase; purified firefly luciferase, luminescence, 8 min; Potency, µM (highest dose often 57.1 µM), for the others: at the highest dose activity change, negative = inhibition, hits mostly inhibitors; 72,000 tested, 2.2% active; AID 411; also: potency is read from the fitted curve at half-maximal effect; % is scaled to controls: 0 for no effect and ±100 for the full control effect; nearly all actives have a fitted effect of over 40% in size
#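 Luminescence read-out after 8 min at room temperature; enzyme reaction used luciferin plus 10 uM ATP (linear range) in imidazole buffer pH 7.2 with KCl, MgCl2, Tween 20 and BSA. Each sample was run as a titration.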
# ERK AVP inh: blocks ERK signaling stimulated by vasopressin; 72,000 tested, 0.99% active; HEK293-V1b, vasopressin-stimulated pERK AlphaScreen; AID 995; Potency, µM (series often up to 57.5 µM), without a hit: at the top dose activity, negative = inhibition, most hits filed as inhibitors; also: potency is read from the fitted curve at half-maximal effect; % is scaled to controls: 0 for no effect and ±100 for the full control effect; nearly all actives have a fitted effect of over 55% in size
#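 HEK293 cells stably expressing V1b receptor, seeded overnight in 1% FBS, were treated with compounds for 30 min at 37C, then stimulated 5 min with 25 nM vasopressin; phospho-ERK read by AlphaScreen SureFire after lysis.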
# Tau filament bind: binders of human tau filaments | recombinant tau filaments, thioflavin S fluorescence, 15 h; filaments grown with octadecylsulfate alongside compound | Potency, µM (top dose mostly 57.1 µM), for inactives: top-dose activity change, negative = inhibition | 71,000 tested, 2% active;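 also: potency is read from the fitted curve at half-maximal effect; % is scaled to controls: 0 for no effect and ±100 for the full control effect; actives lower thioflavin S fluorescence by blocking filaments or displacing dye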
#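 His-tagged recombinant human tau (exons 2, 3, 10; 1 uM final) fibrillized with 30 uM sodium octadecylsulfate, 15 h at 37 C, in pH 7.4 HEPES buffer with 10 uM thioflavine S and 5 mM DTT. Reduced ThS fluorescence (450/510 nm) marks activity.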
# Casp7 inh: caspase-7 (human) inhibition, allosteric or competitive; recombinant caspase-7, Ac-DEVD-AFC fluorescence rate; Potency, µM (series often up to 57.5 µM), without a hit: at the highest dose activity change, negative = inhibition, actives largely listed as inhibitors; 75,000 tested, 0.02% active; active = well fitted inhibition curve with a large enough effect in the main read-out, with a control signal flat, not every such curve was filed as active; inconclusive = small, poorly fitted or top-dose-only effect, or a change in a side signal; also: potency is read from the fitted curve at half-maximal effect; % of control where 0% means no effect
# 4-MU autofl: compound fluoresces in the 4-MU spectral region; compound autofluorescence, 340/450 nm, 4-MU equivalents; active compounds read high; 59,000 tested, 11% active; max dye-equivalent concentration, M; in the data active = max dye-equivalent concentration above about 10 nM; inconclusive = mostly about 1.1 nM to 9.6 nM
#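 Intrinsic fluorescence at 340/450 nm (ex/em) was read after 15 min at room temperature in pH 8.0, 100 mM Tris. Each compound concentration expressed as 4-MU-equivalent concentration from a six-point 4-MU standard series on each plate.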
# Fluorescein autfl: fluorescein region autofluorescence; Compound autofluorescence, 480/540 nm, fluorescein-equivalent; active compounds read high; max fluorescein-equivalent concentration, M; 59,000 tested, 0.91% active; in the data active = max fluorescein-equivalent concentration above about 10 nM; inconclusive = between about 1.1 nM and that limit
#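 Spectral profiling of library compounds in the fluorescein window (480 nm excitation, 540 nm emission) after 15 min at room temperature in pH 8.0 Tris (100 mM). Values are dye-equivalent concentrations.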
# Texas Red fluor: compound fluoresces in the Texas Red spectral region; Compound fluorescence, Texas Red channel, 547/618 nm; active compounds read high; max dye-equivalent concentration, M; 59,000 tested, 0.06% active; AID 587; in the data active = max dye-equivalent concentration above about 10 nM; inconclusive = between about 1.1 nM and that limit
#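 Dye-equivalent concentrations come from scaling compound signal (ex 547, em 618 nm) to six Texas Red standard concentrations run on every plate, after 15 min room-temperature incubation in pH 8.0 Tris (100 mM).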
# HEK293 cAMP cs: raises cAMP in parental HEK293 cells, TSHR agonist counter-screen; Potency, µM (series often up to 57.1 µM), without a hit: top-dose activation, actives largely listed as activators; parental HEK293 CNG cAMP sensor, membrane potential fluorescence; 73,000 tested, 2.5% active; also: potency is read from the fitted curve at half-maximal effect; % of control where 0% means no effect; nearly all actives have a fitted effect of over 55% in size
#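 Parental HEK 293 cells stably expressing a cAMP-gated CNG channel were loaded with membrane potential dye containing 100 uM RO 20-1724 for 60 min. Compound added for 30 min; depolarization read as fluorescence intensity at 590 nm.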
# Rhodamine autofl: rhodamine region autofluorescence; max dye-equivalent concentration, M; Rhodamine-region fluorescence, 547/598 nm, Tris buffer; active compounds read high; 59,000 tested, 0.05% active; in the data active = max dye-equivalent concentration above about 11 nM; inconclusive = between about 1.1 nM and that limit
#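 Steps: pin-transfer compounds into pH 8.0 Tris (100 mM), hold 15 min at room temperature, image with a 547/598 nm filter pair, and convert intensities to rhodamine-equivalent concentration using a six-point on-plate rhodamine series.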
# A350 autofl: compound fluoresces in the Alexa 350 spectral region; 59,000 tested, 11% active; AID 590; Compound autofluorescence, 340/450 nm, Alexa 350 dye-equivalents; active compounds read high; max dye-equivalent concentration, M; in the data active = max dye-equivalent concentration above about 10 nM; inconclusive = mostly about 1.1 nM to 9.6 nM
# The depositor's hits bear a star; i = inactive; u = inconclusive; x = not tested or not shown; [ ] = remark or other dose. Unless noted, calls follow the shape of the dose curve; as a rule, active = well fitted curve in the direction sought with a large enough effect; inconclusive = small, poorly fitted or top-dose-only effect, or another doubt; inactive = no such curve, though single readings can be large; an effect the other way counts as inactive or inconclusive.
structure,Caspase-1 inhib,FLuc inh,ERK AVP inh,Tau filament bind,Casp7 inh,4-MU autofl,Fluorescein autfl,Texas Red fluor,HEK293 cAMP cs,Rhodamine autofl,A350 autofl
CCCNC(=O)NC(=O)CSc1nc2ccccc2n1CC(C)C,0%,1%,59%[activator],9%,-3%,i,u,i,u,i,u
O=C(c1cnn2c(C(F)(F)F)cc(-c3ccc4c(c3)OCO4)nc12)N1CCCC1,0%,0%,13%,-6%,-1%,u,i,u,u,i,u
Cc1noc(/C=C/N(C)C)c1S(=O)(=O)NC1CCCCC1,-3%,0%,14%,295%,-3%,i,i,i,-2%,i,i
COc1ccc(N2CC(C(=O)NCCC3=CCCCC3)CC2=O)cc1 (stereo not given),-1%,5%,10%,1%,-3%,i,i,i,8%,i,i
CC(C)Cc1nnc(NC(=O)CSc2nc(=O)cc(N)n2-c2ccccc2)s1,-1%,0%,-12%,10%,-3%,i,u,i,-5%,i,i
CCN1CCN(C(=O)c2cc3cc4cc(OC)ccc4nc3s2)CC1,-8%,-23%,u,-25%,-9%,1.3e-07M*,u,i,8%,i,1.3e-07M*
Cc1cc(=O)n2nc(N3CCCC3C(=O)NCCCN3CCCCC3)sc2n1 (stereo not given),1%,2%,20%,8%,2%,i,i,i,9%,i,i
COC(=O)[C@@]1(Cc2ccc(OC)cc2)[C@H]2c3cc(C(=O)N4CCCC4)n(Cc4ccsc4Br)c3C[C@H]2CN1C(=O)c1ccccc1,-10%,x,-11%,29%,-4%,x,x,x,2.5µM*,x,x
Cc1cc(C(=O)CSc2nnc(-c3ccccc3F)o2)c(C)n1Cc1cccs1,-7%,0%,7%,i,-4%,i,u,i,u,i,i
COc1ccc(S(=O)(=O)NC(CC(=O)NCC2CCCO2)c2ccco2)cc1 (stereo not given),-1%,1%,12%,3%,0%,i,i,i,10%,i,i
Cc1ccc(-c2cc(C(F)F)n3ncc(C(=O)N4CCN(c5ccccn5)CC4)c3n2)cc1,u,-1%,-10%,u,u,x,x,x,32µM*,x,x
O=S(=O)(c1ccccc1)c1nc(-c2ccco2)oc1NCCCN1CCOCC1,-2%,-1%,-24%,1%,-2%,i,u,i,8%,i,i

# 4-MU autofl: what is marked active above.
Molecule | Caspase-1 inhib | FLuc inh | Tau filament bind | Casp7 inh | 4-MU autofl | Fluorescein autfl | Texas Red fluor | Rhodamine autofl | A350 autofl
CCN1CCN(C(=O)c2cc3cc4cc(OC)ccc4nc3s2)CC1 | -8% | -23% | -25% | -9% | 1.3e-07M* | u | i | i | 1.3e-07M*

# The listing picks up with the two entries that preceded the break.
structure,Caspase-1 inhib,FLuc inh,ERK AVP inh,Tau filament bind,Casp7 inh,4-MU autofl,Fluorescein autfl,Texas Red fluor,HEK293 cAMP cs,Rhodamine autofl,A350 autofl
Cc1ccc(-c2cc(C(F)F)n3ncc(C(=O)N4CCN(c5ccccn5)CC4)c3n2)cc1,u,-1%,-10%,u,u,x,x,x,32µM*,x,x
O=S(=O)(c1ccccc1)c1nc(-c2ccco2)oc1NCCCN1CCOCC1,-2%,-1%,-24%,1%,-2%,i,u,i,8%,i,i
O=C(Cn1cnc2c(nnn2-c2ccccc2)c1=O)N1CCOCC1,-4%,2%,x,-4%,-6%,x,x,x,20%,x,x
CCOc1ccc(Cn2nnc(C(=O)Nc3ccc(OC)cc3OC)c2N)cc1,3%,-2%,5%,8%,-1%,x,x,x,17%,x,x
COc1cccc(-c2nc(CS(=O)CC(=O)NC3CC3)c(C)o2)c1 (stereo not given),-1%,0%,-9%,18%,-2%,x,x,x,-1%,x,x
Cc1cc(C)cc(C(=O)n2cnnc2N)c1,1%,1%,-7%,-2%,0%,i,i,i,1%,i,i
CCN(CCO)c1ccc(-n2c(N)c(C(=O)OC)c3nc4ccccc4nc32)cc1,-5%,-5%,13%,-6%,-5%,u,i,i,-23%,i,u
Cc1ccc(C2CC(c3ccco3)n3ncnc3N2)cc1 (stereo not given),-1%,2%,-15%,0%,-1%,x,x,x,7%,x,x
CCC(=O)Nc1nc2ccccc2n1Cc1ccccc1C,x,3%[25.5 µM],x,x,x,i,i,i,x,i,i
COC(=O)C1=C(CSCc2ccco2)NC(=O)NC1c1cc(C)ccc1C (stereo not given),0%,1%,u,-16%,0%,u,i,i,18%,i,u
CCn1cc(C(=O)Nc2ccc(C(=O)N3CCCC3)cc2)c(=O)c2ccc(C)nc21,2%,1%,6%,-4%,0%,i,i,u,-6%,i,i
CC(=O)NC1C(=O)N=C(SCc2ccccc2)NC1=O (stereo not given),-3%,0%,-25%,13%,0%,x,x,x,0%,x,x
COc1ccccc1-c1nc(C(F)(F)F)c(OC)o1,0%,1%,2%,17%,1%,i,i,i,u,i,i
O=C(Nc1nccs1)c1ccc(NC(=O)c2ccco2)cc1,0%,-19%,-23%,u,0%,u,u,i,-9%,i,u
Brc1cc(Br)c2ncnc(N3CCCCC3)c2c1,-3%,0%,-9%,-6%,1%,i,u,i,u,i,i
Cc1cc(OCc2nnc(SCC(=O)OC3CCCCC3)o2)ccc1Cl,-3%,-4%,3%,-3%,0%,i,i,i,-1%,i,i
O=C(NC1C2CC3CC(C2)CC1C3)C1CC1 (stereo not given),-3%,-1%,4%,-3%,0%,i,i,i,6%,i,i
Brc1ccc([C@H]2CN3CCSC3=N2)cc1,5%,0%,20%,-1%,1%,1.2e-08M*,i,u,-3%,i,1.2e-08M*
Cc1ccc(N2C(=O)C(Cl)=C(Nc3c(C)n(C)n(-c4ccccc4)c3=O)C2=O)cc1,-4%,-1%,-11%,-28%,-6%,i,i,i,9%,i,i
CCOc1ccc(NC(=O)C(C)O)c(NS(=O)(=O)c2ccc(CCNC(C)=O)cc2)c1 (stereo not given),-1%,1%,-2%,6%,1%,i,u,i,2%,i,i
COc1ccc(NC(=O)c2c(C)oc3c2CCCC3)cc1,-2%,-3%,-12%,3%,-1%,i,i,i,u,i,i
CC1Cc2ccccc2N1C(=O)CSc1nnc2c(n1)[nH]c1ccccc12 (stereo not given),-2%,0%,-8%,-24%,-1%,i,i,i,16%,i,i
CCN(CCNC(=O)Cn1c(=O)sc2ccccc21)c1ccccc1,1%,2%,x,-8%,2%,x,x,x,10%,x,x
O=C(c1ccco1)N1CCN(S(=O)(=O)Cc2ccc(Cl)cc2)CC1,0%,2%,-3%,2%,1%,i,i,i,9%,i,i
N#CCCn1nnc2ccccc21,0%,5%,1%,3%,2%,i,i,i,17%,i,i
Cc1nonc1NC(=O)c1ccccc1Br,-1%,1%,-6%,-3%,1%,x,x,x,2%,x,x
COc1cc2cc(CN(Cc3cccnc3)C(=O)NCc3ccccc3)c(=O)[nH]c2cc1OC,-3%,1%,-23%,14%,-1%,2.5e-07M*,i,i,-19%,i,2.2e-07M*
Cn1c(Cl)cnc1C1CC(=O)c2cc(Cl)ccc2O1 (stereo not given),x,-1%[25.5 µM],x,x,x,1.2e-08M*,i,i,x,i,1.5e-08M*
COc1cccc(CNC(=O)C(CCSC)NS(=O)(=O)c2ccc3c(c2)oc(=O)n3C)c1 (stereo not given),1%,1%,-11%,-12%,1%,i,u,i,3%,i,i
CCOC(=O)c1cn(CC(=O)Nc2ccc(CC)cc2)nn1,0%,-1%,u,9%,0%,i,u,i,5%,i,i
CSc1nc(N)c2ncn([C@@H]3O[C@@H](COP(=O)(O)OP(=O)(O)O)[C@@H](O)[C@H]3O)c2n1,1%,1%,-7%,3%,1%,i,u,u,-9%,i,i
O=C(Nc1sc2c(c1C(=O)O)CCCCC2)c1ccco1,-2%,20µM*,8%,12%,-3%,x,x,x,12%,x,x
CCOC(=O)C1=C(C)C(c2ccc(OC)cc2OC)NC(=O)N1 (stereo not given),0%,-2%,-8%,8%,0%,i,i,i,0%,i,i
CC12CCC(C(=O)N3CCCCC3)(CC1=O)C2(C)C (stereo not given),-2%,1%,3%,-8%,0%,x,x,x,1%,x,x
COc1cccc(-c2ccc3ncnc(NCCc4c[nH]c5ccc(OC)cc45)c3c2)c1,-6%,0%[2.29 µM],-13%,97%,-7%,i,u,i,-26%,i,i
O=C(NCc1cccc(F)c1)C1CCN(S(=O)(=O)Cc2ccccc2)CC1,0%,2%,2%,-6%,1%,i,i,i,0%,i,i
CCOC(=O)Cc1csc(NS(=O)(=O)Cc2ccccc2)n1,-1%,0%,-14%,108%,2%,i,u,i,16%,i,i
COc1ccc(OC)c(-n2nnnc2SCC(=O)Nc2ccc3c(c2)OCCO3)c1,3%,1%,-7%,119%,1%,i,u,i,u,i,i
CN1C(=O)CCC1(O)c1ccccc1 (stereo not given),-4%,0%,-1%,8%,0%,x,x,x,15%,x,x
CC(C)c1cc(NC(=O)C(C)(C)C)cc(C(C)C)c1O,-1%,2%,-23%,-8%,-1%,i,u,i,25%,i,u
CCCCCC(N)=O,-1%,x,16%,4%,1%,x,x,x,6%,x,x

# Sorted by formula weight (rising): 3 of the compounds above.
structure,Caspase-1 inhib,FLuc inh,ERK AVP inh,Tau filament bind,Casp7 inh,4-MU autofl,Fluorescein autfl,Texas Red fluor,HEK293 cAMP cs,Rhodamine autofl,A350 autofl
CCCCCC(N)=O,-1%,x,16%,4%,1%,x,x,x,6%,x,x
CN1C(=O)CCC1(O)c1ccccc1 (stereo not given),-4%,0%,-1%,8%,0%,x,x,x,15%,x,x
COc1ccc(OC)c(-n2nnnc2SCC(=O)Nc2ccc3c(c2)OCCO3)c1,3%,1%,-7%,119%,1%,i,u,i,u,i,i

# Compound activity from PubChem BioAssay.

# A portion of the library; the hit share may differ from the screen's.
